EPAC1 antagonist = blocks human EPAC1 exchange factor; O95398; EPAC1 GEF assay, Rap1b-BODIPY-GDP exchange fluorescence; Potency, µM (doses to about 115 µM), for the others: top-dose activity change, negative = inhibition, hits mostly inhibitors; 360,000 tested, 0.14% active; AID 720709;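 also: potency is read from the fitted curve at half-maximal effect; plate controls were vehicle for no effect and positive control for full effect; nearly all actives have a fitted effect of over 50% in size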
PI5P4K alpha inh = PI5P4K alpha (human) kinase inhibition; P48426; PI5P4Kalpha enzyme, ADP-Glo luminescence, 60 min; active compounds read low; max response, %; 330,000 tested, 1.2% active; AID 652105; active = max response of -50% or lower; inconclusive = between -30% and -50%; inactive = -30% or higher; also: value at the top dose of about 77 µM; % is scaled to controls: 0 for no effect and ±100 for the full control effect
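Enzyme plus substrate dispensed, test compounds pinned in, then ATP (5 microM final) added. After 60 min at RT, ADP-Glo reagent 1 for 45 min and reagent 2 for 30 min preceded luminescence imaging.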
EPAC1 ag = EPAC1 (human) agonism. O95398. Potency, µM (doses to about 154 µM), for inactives: at the highest dose activation, usual class: activators. EPAC1 agonist qHTS, biochemical assay; response scale: 100% = response to 6.5 mM cAMP. 360,000 tested, 0.073% active; also: potency is read from the fitted curve at half-maximal effect; nearly all actives have a fitted effect of over 60% in size
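Nucleotide exchange assay: 100 nM EPAC1 with 250 nM Rap1B loaded with BODIPY-GDP and 50 uM GDP, room temperature. Fluorescence (480/540 nm) read every 5 min for 30 min; signal change normalized to 6.5 mM cAMP as full agonist.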
EPAC2 ag = agonists of human EPAC2 (RAPGEF4); Q8WZA2; EPAC2 activation, biochemical qHTS; response scale: 100% = 6.5 mM cAMP response; Potency, µM (titrated, usually from 154 µM), without a hit: at the highest dose activation, most hits filed as activators; 360,000 tested, 0.079% active; also: potency is read from the fitted curve at half-maximal effect; nearly all actives have a fitted effect of over 50% in size
Target sequence (Q8WZA2 whole entry, looked up): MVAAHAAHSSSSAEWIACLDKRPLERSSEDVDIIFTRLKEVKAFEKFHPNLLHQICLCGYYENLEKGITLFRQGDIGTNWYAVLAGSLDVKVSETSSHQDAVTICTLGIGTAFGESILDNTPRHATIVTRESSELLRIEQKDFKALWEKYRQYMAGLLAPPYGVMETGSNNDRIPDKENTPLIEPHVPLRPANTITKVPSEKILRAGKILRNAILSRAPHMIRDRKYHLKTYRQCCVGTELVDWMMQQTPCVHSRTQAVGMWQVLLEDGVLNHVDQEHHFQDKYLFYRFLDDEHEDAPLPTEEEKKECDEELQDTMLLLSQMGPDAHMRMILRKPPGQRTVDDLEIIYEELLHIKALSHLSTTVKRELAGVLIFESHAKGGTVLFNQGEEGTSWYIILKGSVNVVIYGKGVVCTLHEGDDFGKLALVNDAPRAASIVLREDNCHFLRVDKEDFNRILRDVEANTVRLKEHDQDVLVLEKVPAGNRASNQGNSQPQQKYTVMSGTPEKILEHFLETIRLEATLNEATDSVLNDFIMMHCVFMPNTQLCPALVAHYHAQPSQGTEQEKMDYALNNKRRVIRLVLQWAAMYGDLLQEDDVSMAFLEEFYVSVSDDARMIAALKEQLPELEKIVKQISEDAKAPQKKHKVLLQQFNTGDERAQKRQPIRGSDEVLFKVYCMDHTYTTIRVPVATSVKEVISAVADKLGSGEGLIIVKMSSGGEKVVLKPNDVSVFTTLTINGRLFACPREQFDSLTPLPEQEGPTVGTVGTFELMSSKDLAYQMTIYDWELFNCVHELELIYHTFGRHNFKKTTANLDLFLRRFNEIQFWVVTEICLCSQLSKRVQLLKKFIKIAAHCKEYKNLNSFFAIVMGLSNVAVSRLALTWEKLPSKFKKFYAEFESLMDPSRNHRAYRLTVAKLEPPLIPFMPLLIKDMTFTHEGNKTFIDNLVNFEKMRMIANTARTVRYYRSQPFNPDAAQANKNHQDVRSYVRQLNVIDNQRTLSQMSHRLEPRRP
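Nucleotide exchange monitored as fluorescence drop when BODIPY-GDP leaves Rap1B. Reaction: 100 nM EPAC2, 250 nM RAP1B-BODIPY-GDP, 50 uM GDP, room temperature, kinetic read over 30 min. Activity expressed relative to 6.5 mM cAMP.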
PLK1 PBD inh = blocks phosphopeptide binding to human PLK1 polo-box domain; P53350; Plk1 PBD binding of FITC phosphopeptide, fluorescence polarization; Potency, µM, inactives show max response, negative = inhibition, most hits filed as inhibitors; 360,000 tested, 2.8% active; also: potency is read from the fitted curve at half-maximal effect; series mostly up to about 57 µM; % is scaled to controls: 0 for no effect and ±100 for the full control effect; nearly all actives have a fitted effect of over 65% in size
IL2 activator = activates IL-2 in a cell-based reporter assay; IL-2 activation reporter assay, cell-based qHTS; stimulated with anti-CD3/CD4/CD28 beads; in transgenic mouse T cells; activation, % (series mostly up to about 46 µM); 360,000 tested, 0.065% active; AID 652025; in the data active = activation above about 50%; inconclusive = mostly about 30% to 49%; also: 0% is about no effect
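Readout is EGFP and DsRed signal by fluorescent plate cytometry after 18 h at 37 degrees C. Transgenic mouse T cells (750/well) received compound for 60 min before bead stimulation (anti-CD3, anti-CD4, anti-CD28); memory T cells served as non-tolerant control.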
WRN helicase inh = blocks human WRN helicase. Q14191. WRN helicase unwinding, fluorescent forked duplex, kinetic. Potency, µM (highest dose often 114 µM), without a hit: at the highest dose activity change, negative = inhibition, actives largely listed as inhibitors. 360,000 tested, 0.46% active. AID 651768; also: potency is read from the fitted curve at half-maximal effect; % is scaled to controls: 0 for no effect and ±100 for the full control effect; nearly all actives have a fitted effect of over 55% in size
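WRN at 20 nM final was preincubated with compound for 15 min at room temperature; reaction started with 100 nM forked duplex oligonucleotide carrying fluorophore and quencher plus 2 mM ATP (final). Unwinding followed kinetically by red fluorescence (ex 525/em 598 nm).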
CCT modulator = cytosolic chaperonin activity modulation; purified chaperonin ATPase assay, HTRF ADP detection, 30 min; activity change, % (no concentration beside the values), hits read low; 360,000 tested, 0.3% active; in the data active = activity change below about -30%; also: % is scaled to controls: 0 for no effect and ±100 for the full control effect
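We incubate TRiC, 40 or 20 nM final, with library compounds at 76 uM and 10 uM ATP for 30 min at 37 °C. ADP formed is detected with Transcreener HTRF reagents after 30 min at room temperature.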
* = called active by the depositor; ? = inconclusive; · = no result given. Unless noted, calls follow the shape of the dose curve; as a rule, active = well fitted curve in the direction sought with a large enough effect; inconclusive = small, poorly fitted or top-dose-only effect, or another doubt; inactive = no such curve, though single readings can be large; an effect the other way counts as inactive or inconclusive. The list is partial. The share of hits here may be higher or lower than overall.

SMILES | EPAC1 antagonist | PI5P4K alpha inh | EPAC1 ag | EPAC2 ag | PLK1 PBD inh | IL2 activator | WRN helicase inh | CCT modulator
Clc1ccc(Cn2ncc3c(N4CCOCC4)ncnc32)cc1 | -4.1% | -5.1 | -6.1% | 8.5% | 0.7% | -0.3 | 1.1% | -4.8
COc1ccc(CNC(=O)CN(Cc2ccccc2F)C(=O)c2csnn2)cc1 | 19.7% | 1.7 | 8.0% | 7.7% | 0.0% | -0.3 | 5.7% | -1.6
CN(CC(=O)Nc1ccc(S(=O)(=O)N2CCCC2)cc1)Cc1cccc(Cl)c1Cl | -18.5% | -0.8 | -2.7% | 4.3% | 3.0% | -0.6 | -13.8% | -2.1
O=C(COc1ccccc1)N(Cc1ccccc1)c1nc(-c2ccccc2)cs1 | 6.2% | 8.4 | -1.2% | 2.0% | -1.4% | -0.4 | -3.1% | 1.6
CCN(CC)CCC(c1ccc(N(C)C)cc1)c1c(OC)cc(OC)c2c(-c3ccccc3)cc(=O)oc12 (configuration not stated) | -6.4% | 3.0 | 6.6% | 5.0% | -10.0% | -3.3 | -0.1% | -0.9
Fc1ccccc1-c1nc(NCCCN2CCOCC2)c2ccccc2n1 | -11.5% | 2.1 | 2.3% | -7.8% | -2.7% | 0.6 | -15.5% | -2.0
CCc1c(C(=O)Nc2cc(C)ccc2OC)[nH]c(C)c1C(C)=O | 8.5% | 0.2 | -4.3% | -20.6% | 4.4% | -1.8 | 1.8% | 0.7
Cc1nc(=O)c(-c2ccccc2)c(C)n1CCO | -4.6% | 4.2 | 5.5% | 2.9% | -3.9% | -3.9 | -4.1% | -0.1
CCc1nnc(NC(=O)c2ccc3c(=O)n4c(nc3c2)CCC4)s1 | 13.9% | -8.4 | -21.6% | 3.8% | 5.0% | 0.4 | 17.7% | 0.8
N#CCCCCN1c2cccc3cccc(c23)S1(=O)=O | 7.5% | -5.1 | 6.0% | -2.7% | -3.0% | -1.8 | -5.3% | -1.9
C=CCNC(=S)Nc1nc2c(cc1C(=O)OCC)CCCC2 | 1.1% | -10.7 | -6.2% | 3.6% | -14.2% | -2.0 | -3.1% | -3.8
COc1ccc(N2CC(C(=O)N/N=C/c3cc([N+](=O)[O-])ccc3O)CC2=O)cc1 (configuration not stated) | 22.8% | -23.4 | -1.5% | 0.4% | 1.7% | -0.4 | -5.9% | -0.1
Cc1ccc(N(CC(=O)N2CCc3ccccc32)S(=O)(=O)c2cccs2)cc1 | 7.1% | · | 9.3% | 15.1% | 6.2% | 0.3 | -9.6% | -1.3
COc1ccc(N2CCN(Cc3nc4c(c(=O)n(C)c(=O)n4C)n3Cc3ccccc3C)CC2)cc1 | -5.4% | 7.7 | 8.4% | -5.6% | -2.8% | -0.6 | -9.2% | -0.9
COc1ccc(C(=O)N2CCCCC2c2cc(C(=O)Nc3ccccc3)no2)cc1 (configuration not stated) | -11.5% | -1.9 | 13.4% | 10.7% | -2.8% | 1.0 | -6.7% | 0.0
N=c1c(C(=O)NCc2ccc3c(c2)OCO3)cc2c(=O)n3ccccc3nc2n1Cc1cccnc1 | -1.8% | · | 10.3% | 13.2% | 3.9% | -3.1 | -15.2% | -0.6
CCOc1ccccc1C(=O)Nc1cc2c(cc1N1CCCC1)n(CC)c(=O)n2CC | ? | 4.2 | 3.7% | 7.3% | -12.8% | -0.4 | -19.0% | 0.2
O=C(CN1CCN(c2ccc(O)cc2)CC1)Nc1ccccc1C(=O)NCCc1ccccc1 | -2.2% | -13.9 | -0.5% | 4.3% | 3.5% | -0.8 | -7.0% | -0.4
COc1ccc(/C=C/C(=O)NC(=S)NCCc2ccc(OC)c(OC)c2)cc1 | 5.9% | · | 5.3% | 3.3% | 0.2% | 0.2 | -7.5% | 0.1
Cc1ccc(OCCNC(=O)CCNS(=O)(=O)c2ccc(C)cc2)cc1 | -13.2% | -3.8 | 6.2% | 12.8% | -15.0% | 0.1 | -9.0% | -0.8
O=C(c1cccc(S(=O)(=O)N2CCOCC2)c1)N1CCN(C/C=C/c2ccccc2)CC1 | 0.8% | 5.3 | -2.3% | 7.4% | -0.8% | -1.7 | -8.3% | -3.5
Cc1ccc(C(=O)NC(C)c2ccc(S(N)(=O)=O)cc2)s1 (configuration not stated) | -8.4% | -0.4 | -4.1% | -0.3% | -4.3% | -2.9 | -10.3% | -0.5
Cc1cc(NCc2ccco2)nc2cc(O)ccc12 | -11.6% | -1.4 | 4.4% | 4.1% | 0.5% | -3.5 | -3.9% | -0.7
COC(=O)c1ccc(-n2nc(C(F)(F)F)c3c2-c2ccoc2CC3)cc1 | -19.0% | · | 10.6% | 15.9% | -8.9% | -1.6 | -13.7% | -2.1
CCO[C@@H]1OC(C(=O)O)=C[C@H](c2csc3ccccc23)[C@H]1CCCO | 11.7% | -3.4 | -16.6% | 9.2% | -13.8% | 0.3 | 2.6% | 1.6
CCOc1ccc(-c2cc(C(=O)NCC3CCCO3)c3ccccc3n2)cc1 (configuration not stated) | -11.0% | -0.4 | -1.5% | 1.3% | 4.9% | -2.9 | -3.0% | -1.3
CN(C)CCOC(=O)C12CC3CC(CC(C3)C1)C2 | -2.1% | 2.5 | -0.4% | 5.3% | -11.5% | -2.7 | -1.0% | -4.5
COC(=O)c1ccc(-c2ccc(/C=N/NC(=O)CC3(C)OCCCO3)o2)cc1 | 7.4% | 0.7 | -0.4% | -1.8% | -3.1% | -0.3 | -2.8% | -1.1
COc1cc(/C=C/C(=O)OCC(=O)Nc2c(C)n(C)n(-c3ccccc3)c2=O)ccc1OCC#N | -2.0% | 3.4 | 3.4% | 16.6% | -7.2% | -0.1 | 0.7% | 0.0
CCCC(C)NC(=O)COc1ccc(S(=O)(=O)c2ccc(OCC(=O)NC(C)CCC)cc2)cc1 (configuration not stated) | -9.7% | 1.5 | -10.7% | -1.4% | -7.7% | -0.2 | -22.7% | -3.1
O=C(N/C(=C\c1ccccc1Cl)C(=O)N1CCOCC1)c1ccc([N+](=O)[O-])cc1 | -6.3% | 7.1 | 2.0% | 6.8% | -23.0% | -0.4 | -4.1% | 2.2
Cc1ccc2c(c1)nnn2C1CCN(CC(=O)Nc2ccc(F)cc2)CC1 | 0.1% | 0.2 | -2.3% | -0.9% | 0.5% | -3.4 | 2.0% | -0.8
CCC(C)NC(=O)c1ccc(CSCc2ccc(Cl)cc2)o1 (configuration not stated) | 9.2% | -6.5 | 4.4% | 21.0% | -12.3% | -0.1 | -9.0% | -1.7
CCOC(=O)N1CCN(C(=O)c2cn(CC)c3ccc(S(=O)(=O)N4CCCCC4)cc3c2=O)CC1 | 5.0% | -1.7 | 11.2% | 4.3% | -4.5% | 0.6 | 0.9% | -5.1
CCN(C[C@H]1N[C@@](CC)(C(=O)OC)[C@H]2C(=O)N(Cc3ccccc3)C(=O)[C@@H]12)S(=O)(=O)c1ccc(-c2ccccc2)cc1 | -1.3% | 1.5 | 5.0% | 13.1% | -13.3% | -0.6 | -0.9% | 0.1
COc1ccc(CN(CC2CCC(C(=O)O)CC2)C(=S)Nc2ccccc2OC)cc1 (configuration not stated) | 34.1% | -0.6 | -8.7% | 1.5% | -4.8% | -0.6 | 3.6% | -0.6
Cc1cc(C)c(C)c(S(=O)(=O)N(C)CCc2ccccn2)c1C | 0.7% | -2.3 | 2.0% | 6.8% | 0.2% | -0.7 | -9.8% | -2.2
CCOc1ccc(N(CC)C(=O)COc2cc(=O)n(CC)c3ccccc23)cc1 | -4.9% | 0.1 | 3.9% | 1.7% | 26.7µM* | 0.4 | -3.1% | -5.0
Nc1ccc(C(=O)N/N=C/c2ccc(N3CCOCC3)s2)cc1 | -8.9% | -0.8 | 9.2% | 8.2% | -9.0% | 0.5 | -0.6% | -1.5
CCc1nn(CC(=O)N2CCN(CC)CC2)c(=O)c2cc3sccc3n12 | -14.3% | 3.2 | -13.9% | 5.3% | -20.0% | -2.9 | -3.3% | -0.1
O=C(CSc1nc(O)c(C2CCCCC2)c(=O)[nH]1)Nc1ccccc1Cl | -1.0% | -10.5 | -15.1% | -2.6% | -1.4% | 0.8 | -1.9% | -0.6
Cn1c(CNc2ccc(F)cc2)nc2ccccc21 | -5.9% | 1.8 | 4.8% | 5.3% | -24.5% | -3.4 | 9.4% | -1.5
Oc1cccc(CN2CCOCC2)c1O | ? | -15.8 | -3.3% | -3.6% | -0.3% | -4.8 | ? | -1.6
Cc1cccc(C)c1NC(=O)CN(C)C(=O)c1ccc(-c2cccc(C(F)(F)F)c2)o1 | ? | 0.3 | -7.4% | -4.4% | -16.8% | -6.0 | -3.9% | -0.9
Nc1cc(Cl)ccc1C(=O)OCC(=O)N1CCCCCC1 | -5.6% | 0.3 | -2.6% | -0.5% | 4.8% | 0.8 | 6.0% | 1.5
CN(C)S(=O)(=O)c1ccc(S(=O)(=O)N(CC(=O)Nc2ccccc2)Cc2ccco2)cc1 | -5.6% | 2.4 | -2.9% | -5.8% | -6.5% | -2.0 | -4.5% | -0.6
Cn1c(CCNC(=O)c2cccs2)nnc1SCC(=O)N1CCN(c2ccccc2)CC1 | -0.9% | · | -0.2% | -2.2% | -6.4% | 4.2 | -2.2% | -1.1
CCOc1ccc(NC(=O)CSc2nc(O)c(C)c(=O)n2-c2ccc(F)cc2)cc1 | -6.5% | -9.5 | -7.6% | 10.0% | -14.8% | 1.5 | -5.9% | -1.7
CC(C)(C)c1ccc(-c2nnc(SCC(=O)c3ccc4c(c3)OCCO4)o2)cc1 | 13.0% | 3.6 | -2.1% | -8.6% | -4.0% | -0.2 | -3.4% | 0.2

Record cards (already shown):
Results for Nc1cc(Cl)ccc1C(=O)OCC(=O)N1CCCCCC1 : EPAC1 antagonist = -5.6%; PI5P4K alpha inh = 0.3; EPAC1 ag = -2.6%; EPAC2 ag = -0.5%; PLK1 PBD inh = 4.8%; IL2 activator = 0.8; WRN helicase inh = 6.0%; CCT modulator = 1.5
Results for CC(C)(C)c1ccc(-c2nnc(SCC(=O)c3ccc4c(c3)OCCO4)o2)cc1 : EPAC1 antagonist = 13.0%; PI5P4K alpha inh = 3.6; EPAC1 ag = -2.1%; EPAC2 ag = -8.6%; PLK1 PBD inh = -4.0%; IL2 activator = -0.2; WRN helicase inh = -3.4%; CCT modulator = 0.2

Gathered by group, those above containing an NH in an aromatic ring.
SMILES | EPAC1 antagonist | PI5P4K alpha inh | EPAC1 ag | EPAC2 ag | PLK1 PBD inh | IL2 activator | WRN helicase inh | CCT modulator
CCc1c(C(=O)Nc2cc(C)ccc2OC)[nH]c(C)c1C(C)=O | 8.5% | 0.2 | -4.3% | -20.6% | 4.4% | -1.8 | 1.8% | 0.7
O=C(CSc1nc(O)c(C2CCCCC2)c(=O)[nH]1)Nc1ccccc1Cl | -1.0% | -10.5 | -15.1% | -2.6% | -1.4% | 0.8 | -1.9% | -0.6

High-throughput results (PubChem)
